Abeta rescue – compounds reversing amyloid beta toxicity in yeast | yeast expressing A-beta42, growth rescue, OD600, 48 h; response scale: 0% DMSO, 100% iron-clioquinol control | Potency, µM (top dose mostly 46.1 µM), for the others: at the highest dose growth rescue, hits mostly activators | 410,000 tested, 0.063% active | AID 1347071; also: potency is read from the fitted curve at half-maximal effect; nearly all actives have a fitted effect of over 55% in size
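Growth rescue measured by 600 nm absorbance after 48 h yeast culture at 30 C with compound. Values normalized between DMSO and an equimolar ferric chloride plus clioquinol control.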
PI5P4Ka inh – blocks human PI5P4K alpha kinase activity; 330,000 tested, 1.2% active; P48426; max response, %; PI5P4Kalpha enzyme, ADP-Glo luminescence, 60 min; hits give low values; active = max response of -50% or lower; inconclusive = between -30% and -50%; inactive = -30% or higher; also: value at the top dose of about 77 µM; % is scaled to controls: 0 for no effect and ±100 for the full control effect
Target sequence (P48426 whole entry, looked up): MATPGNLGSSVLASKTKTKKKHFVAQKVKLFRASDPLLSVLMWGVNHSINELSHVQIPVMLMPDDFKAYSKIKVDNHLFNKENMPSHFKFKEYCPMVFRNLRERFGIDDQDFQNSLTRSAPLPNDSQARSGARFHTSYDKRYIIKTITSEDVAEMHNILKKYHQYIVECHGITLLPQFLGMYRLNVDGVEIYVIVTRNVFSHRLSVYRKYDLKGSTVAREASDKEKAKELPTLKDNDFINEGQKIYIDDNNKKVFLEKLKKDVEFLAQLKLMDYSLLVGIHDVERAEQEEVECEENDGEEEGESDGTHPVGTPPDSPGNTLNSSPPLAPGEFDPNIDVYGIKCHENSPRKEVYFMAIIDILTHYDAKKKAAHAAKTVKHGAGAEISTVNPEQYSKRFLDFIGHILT
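Reactions run in 0.038 M HEPES pH 7.4, 0.28 mM EGTA, 0.1% CHAPS and 5% DMSO, with PI5P4Kalpha, substrate, compound and 5 microM ATP final, one hour at room temperature. Readout is ADP-Glo luminescence.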
EPAC1 agonist – EPAC1 (human) agonism; EPAC1 agonist qHTS, biochemical assay; response scale: 100% = response to 6.5 mM cAMP; Potency, µM (top dose mostly 154 µM), inactives show top-dose activation, hits mostly activators; 360,000 tested, 0.073% active; also: potency is read from the fitted curve at half-maximal effect; nearly all actives have a fitted effect of over 60% in size
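Normalized to 6.5 mM cAMP, activity reflects EPAC1-catalysed release of BODIPY-GDP from Rap1B, followed kinetically over 30 min at 480 nm excitation, 540 nm emission. Reaction contained 100 nM EPAC1, 250 nM Rap1B-BODIPY-GDP, 50 uM GDP.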
IL2 activator – activates IL-2 in a cell-based reporter assay. IL-2 activation reporter assay, cell-based qHTS; stimulated with anti-CD3/CD4/CD28 beads; in transgenic mouse T cells. 360,000 tested, 0.065% active. AID 652025. activation, % (series mostly up to about 46 µM); in the data active = activation above about 50%; inconclusive = mostly about 30% to 49%; also: 0% is about no effect
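Unstimulated transgenic mouse T cells, 750 per well, received compound and, after 60 minutes, anti-CD3/anti-CD4 bead plus anti-CD28 stimulation. EGFP and DsRed were quantified after 18 hours.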
FUS suppressor – rescues growth of FUS-expressing yeast | S. cerevisiae FUS-expressing, growth rescue, OD600, 24 h | Potency, µM (top dose mostly 76.6 µM), without a hit: at the top dose growth rescue (activation), usual class: activators | 390,000 tested, 0.24% active | AID 1347120;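 also: potency is read from the fitted curve at half-maximal effect; plate controls were DMSO vehicle for no effect and reference control for full effect; nearly all actives have a fitted effect of over 55% in size; some results filed as inactive show a strong effect at the top dose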
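Yeast expressing FUS under galactose induction, OD 0.005 in 2% galactose medium; compounds in a dilution series, 24 h at 30C. Growth rescue by absorbance at 600 nm; CP55940 positive control, DMSO negative.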
PLK1 PBD inh – PLK1 (human) polo-box domain binding inhibition. Plk1 PBD binding of FITC phosphopeptide, fluorescence polarization. P53350. Potency, µM, for the others: max response, negative = inhibition, hits mostly inhibitors. 360,000 tested, 2.8% active. AID 720504; also: potency is read from the fitted curve at half-maximal effect; series mostly up to about 57 µM; % is scaled to controls: 0 for no effect and ±100 for the full control effect; nearly all actives have a fitted effect of over 65% in size
Target sequence (P53350 whole entry, looked up, the tested form may be a part): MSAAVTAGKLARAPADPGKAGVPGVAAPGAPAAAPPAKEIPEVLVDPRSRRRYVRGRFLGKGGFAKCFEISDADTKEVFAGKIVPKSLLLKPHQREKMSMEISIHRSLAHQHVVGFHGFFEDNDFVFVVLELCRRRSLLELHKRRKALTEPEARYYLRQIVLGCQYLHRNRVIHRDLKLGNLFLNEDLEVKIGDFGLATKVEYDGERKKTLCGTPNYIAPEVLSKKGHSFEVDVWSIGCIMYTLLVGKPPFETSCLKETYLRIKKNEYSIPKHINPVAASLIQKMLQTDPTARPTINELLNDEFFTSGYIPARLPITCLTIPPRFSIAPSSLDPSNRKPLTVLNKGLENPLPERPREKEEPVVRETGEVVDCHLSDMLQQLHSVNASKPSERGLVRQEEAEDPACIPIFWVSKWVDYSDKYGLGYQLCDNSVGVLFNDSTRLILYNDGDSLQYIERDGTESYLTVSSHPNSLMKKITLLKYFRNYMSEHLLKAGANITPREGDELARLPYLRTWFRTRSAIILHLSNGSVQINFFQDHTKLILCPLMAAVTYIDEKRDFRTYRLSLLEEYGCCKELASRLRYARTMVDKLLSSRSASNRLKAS
EPAC1 antag – EPAC1 (human) antagonism | O95398 | EPAC1 GEF assay, Rap1b-BODIPY-GDP exchange fluorescence | Potency, µM (highest dose often 115 µM), for the others: at the top dose activity change, negative = inhibition, usual class: inhibitors | 360,000 tested, 0.14% active;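 also: potency is read from the fitted curve at half-maximal effect; plate controls were vehicle for no effect and positive control for full effect; nearly all actives have a fitted effect of over 50% in size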
WRN helicase inh – inhibitors of human WRN helicase; Q14191; WRN helicase unwinding, fluorescent forked duplex, kinetic; Potency, µM (series often up to 114 µM), without a hit: top-dose activity change, negative = inhibition, actives largely listed as inhibitors; 360,000 tested, 0.46% active; also: potency is read from the fitted curve at half-maximal effect; % is scaled to controls: 0 for no effect and ±100 for the full control effect; nearly all actives have a fitted effect of over 55% in size
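Fluorescence dequenching readout, ex 525 nm/em 598 nm, kinetic mode: forked duplex DNA (100 nM final) with adjacent fluorophore and quencher unwound by WRN (20 nM final) with 2 mM ATP. Compound preincubation 15 min, room temperature.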
The depositor's hits bear a star; ? = inconclusive; / = no result given; [ ] = another dose, or the depositor's remark. Unless noted, calls follow the shape of the dose curve; as a rule, active = well fitted curve in the direction sought with a large enough effect; inconclusive = small, poorly fitted or top-dose-only effect, or another doubt; inactive = no such curve, though single readings can be large; an effect the other way counts as inactive or inconclusive.

1. COCC(=O)NCCNc1nc2ccc(C)cc2cc1C
2. CCOc1cc(/C=C2/NC(=O)NC2=O)cc([N+](=O)[O-])c1O
3. Cc1c(NCc2cccnc2)cccc1C(=O)O
4. O=C(/C=C/c1cccs1)Nc1ccc(S(=O)(=O)Nc2ncccn2)cc1
5. O=C(NCc1ccc(Cl)c(Cl)c1)c1cc(C2CCCCN2C(=O)CCc2ccccc2)on1 (stereo unspecified)
6. CCC(=O)Nc1ccc2c(c1)nc(CCN1CCCCC1)n2C
7. COc1ccc(-n2nc(C(=O)NCC(=O)NCC3CCCO3)c3ccccc3c2=O)cc1Cl (stereo unspecified)
8. Nc1c(-c2ccccc2)nc2ncccn12

compound no.	1	2	3	4	5	6	7	8
Abeta rescue	4%	-4%	31%	-9%	13%	-11%	-5%	-4%
PI5P4Ka inh	3	?	-4	-14	7	2	/	-2
EPAC1 agonist	-3%	-9%	0%	2%	-3%	-3%	0%	1%
IL2 activator	-2.0	-0.1	-0.4	3.6	-0.2	1.2	-0.7	0.5
FUS suppressor	6%	6%	14%	8%	?	-37%	28%	-12%
PLK1 PBD inh	-1%	-19%	-5%	-13%	3%	-8%	-9%	-13%
EPAC1 antag	-8%	?	0%	?	15%	20%	5%	-12%
WRN helicase inh	-8%[57.1 µM]	?	4%	-11%	6%	6%	9%	6%

9. c1ccc(-c2cn(C[C@H]3CC[C@@H]([C@@H]4CC[C@H](Cn5cc(-c6ccccn6)nn5)O4)O3)nn2)nc1
10. C=CCn1c(COc2cccc(C)c2C)nnc1SCC(=O)N1CCN(c2ccccc2)CC1
11. O=C(CCN1CCOCC1)NC12CC3CC(CC(C3)C1)C2
12. COc1cc(C(=O)Nc2ccc(S(=O)(=O)Nc3cnc4ccccc4n3)cc2)cc(OC)c1OC
13. COC(=O)c1cc(S(=O)(=O)Nc2cccc(OC)c2)cn1C
14. S=c1[nH]nc(-c2ccco2)n1/N=C/c1ccccc1
15. COc1ccccc1/C=C/C=C(\C#N)C(=O)NC(C)c1ccccc1 (stereo unspecified)
16. Cc1cc(Cl)ccc1OCCCC(=O)NC1CCN(C)CC1

compound no.	9	10	11	12	13	14	15	16
Abeta rescue	1%	?	-14%	4%	6%	15%	-19%	-17%
PI5P4Ka inh	1	4	-5	-6	-14	-3	-3	/
EPAC1 agonist	2%	-4%	-2%	-3%	-15%	10%	15%	4%
IL2 activator	-1.4	0.6	0.6	3.4	-2.0	0.2	-5.5	-2.3
FUS suppressor	-7%	51%	-31%	?	-3%	-24%	25%	17%
PLK1 PBD inh	4%	-12%	-4%	4%	-2%	?	-12%	-13%
EPAC1 antag	13%	?	21%	-14%	9%	11%	?	1%
WRN helicase inh	4%	-13%	4%	5%	-1%	-4%	?	-2%

Pulled by compound from the entries so far (four):
15. COc1ccccc1/C=C/C=C(\C#N)C(=O)NC(C)c1ccccc1 (stereo unspecified)
1. COCC(=O)NCCNc1nc2ccc(C)cc2cc1C
2. CCOc1cc(/C=C2/NC(=O)NC2=O)cc([N+](=O)[O-])c1O
7. COc1ccc(-n2nc(C(=O)NCC(=O)NCC3CCCO3)c3ccccc3c2=O)cc1Cl (stereo unspecified)

compound no.	15	1	2	7
Abeta rescue	-19%	4%	-4%	-5%
PI5P4Ka inh	-3	3	?	/
EPAC1 agonist	15%	-3%	-9%	0%
IL2 activator	-5.5	-2.0	-0.1	-0.7
FUS suppressor	25%	6%	6%	28%
PLK1 PBD inh	-12%	-1%	-19%	-9%
EPAC1 antag	?	-8%	?	5%
WRN helicase inh	?	-8%[57.1 µM]	?	9%

The list continues.
17. CC(C)CN(CCCNC(=O)CC1Oc2ccccc2NC1=O)CC(C)C (stereo unspecified)
18. O=C(Nc1ccccc1-c1nnc(SCc2ccc(Cl)cc2)o1)c1ccccc1
19. CCCSc1nnc(NC(=O)Cc2ccc(OC)c(OC)c2)s1
20. COc1ccc(OC)c(-n2nnnc2SCC(=O)Nc2ccccc2N2CCOCC2)c1
21. Oc1c(CN2CCN(c3ccccc3)CC2)cc(Br)c2cccnc12
22. COc1ccc(S(=O)(=O)NCCCN2CCOCC2)c2ccccc12
23. COc1ccc(C(=O)Nc2ccc(S(=O)(=O)Nc3cc(C)nc(C)n3)cc2)cc1OC
24. Clc1ccc(-c2cnnc(-c3ccccn3)n2)cc1

compound no.	17	18	19	20	21	22	23	24
Abeta rescue	-2%	1%	-14%	0%	-13%	-16%	9%	-10%
PI5P4Ka inh	/	-1	-5	2	-2	/	-5	-3
EPAC1 agonist	3%	2%	-3%	11%	2%	8%	-1%	-3%
IL2 activator	-0.5	-0.9	1.3	-2.3	-4.0	0.4	-1.1	0.7
FUS suppressor	13%	-1%	7%	35%	4%	29%	23%	-9%
PLK1 PBD inh	-10%	-5%	-9%	-14%	-3%	-15%	-6%	-7%
EPAC1 antag	3%	-2%	4%	-22%	8%	-1%	-10%	9%
WRN helicase inh	-1%	8%	-10%	7%	-1%	-3%	-5%	-25%

25. CCCCCn1c(CN2CCN(C(=O)OCC)CC2)nc2c1c(=O)[nH]c(=O)n2C
26. Cc1ccc(C)c(COC(=O)c2cc(S(=O)(=O)N3CCCCC3)ccc2N2CCOCC2)c1
27. COc1ccc(CNC(=O)COc2ccc([N+](=O)[O-])cc2)cc1
28. O=C(NNc1ccc(Cl)cc1)C1CCC1
29. COc1cc2c(cc1OC)[C@@H](NC(=O)COc1ccccc1)[C@H](OCc1ccccc1)C2
30. O=C(c1ccc(C(F)(F)F)cc1)N1CCC(=O)N(C(CO)Cc2ccccc2)CC1 (stereo unspecified)
31. CCN(CC)CCn1c2c(c(SCC(=O)NCc3ccccc3)nc1=O)CCCC2
32. Cc1ccc(-c2noc(CCCC(=O)NCC3CCCO3)n2)cc1 (stereo unspecified)

compound no.	25	26	27	28	29	30	31	32
Abeta rescue	9%	25%	-33%[inhibitor]	5%	1%	1%	-5%	-7%
PI5P4Ka inh	/	0	-2	-4	2	22	-6	-3
EPAC1 agonist	4%	?	-14%	-2%	-9%	-8%	?	-4%
IL2 activator	0.5	-1.1	-3.2	0.1	-0.6	-0.9	0.9	-2.2
FUS suppressor	26%	33%	6%	-15%	-7%	8%	8%	-9%
PLK1 PBD inh	-3%	-1%	-8%	-13%	-7%	-1%	-1%	0%
EPAC1 antag	0%	-11%	30%	1%	-19%	4%	-4%	-5%
WRN helicase inh	0%	-9%	1%	-13%	2%	-2%	8%	0%

33. Cc1ccnc(NC(=O)c2ccco2)n1
34. CCOC(=O)C(C)N(c1ccccc1Cl)S(C)(=O)=O (stereo unspecified)
35. CN(C)c1ccc(Cc2ccc(N(C)C)cc2)cc1
36. CC1(C)CC2CC(C)(CN2C(=O)CN2C(=O)c3ccccc3C2=O)C1 (stereo unspecified)
37. Cc1ccc(OCC(=O)Nc2ccccc2N2CCOCC2)c(C)c1
38. O=C1OCC2=C1C(c1ccc(F)cc1)c1cc3c(cc1N2)OCCO3 (stereo unspecified)
39. CC(C)c1ccc(-c2noc(C3CCCN(S(C)(=O)=O)C3)n2)cc1 (stereo unspecified)
40. CCN(c1ccccc1)S(=O)(=O)c1ccc(OC)c(NC(=O)Cc2ccc(F)cc2)c1

compound no.	33	34	35	36	37	38	39	40
Abeta rescue	-9%	7%	-3%	-18%	-2%	-7%	9%	16%
PI5P4Ka inh	0	2	10	-2	3	-8	3	-2
EPAC1 agonist	-15%	7%	-6%	3%	5%	1%	-17%	-7%
IL2 activator	0.0	-0.1	-0.1	-1.2	-0.1	-2.9	-0.3	-0.5
FUS suppressor	24%	-12%	-2%	13%	35%	27%	/	23%
PLK1 PBD inh	-9%	-26%	5%	-1%	-4%	-15%	-2%	6%
EPAC1 antag	6%	-5%	-10%	-4%	-2%	-28%	-8%	10%
WRN helicase inh	-6%	1%	-7%	2%	-1%	3%	2%	-3%

41. Cn1c(SCc2ccc(Cl)cc2Cl)nc(C(F)(F)F)cc1=O
42. CC(=O)N/C(=C\c1ccccc1)C(=O)NCC(=O)O
43. CC1CC(=O)Nc2ccccc2S1(=O)=O (stereo unspecified)
44. CCN(CC)C(=O)c1nc[nH]c1C(=O)N1CCc2ccccc2C1
45. S=C(NN=Cc1ccccn1)N(Cc1ccccn1)Cc1ccccn1
46. CCc1nc2ccc(C(=O)N(C)CC(=O)Nc3cccc(F)c3)cc2nc1CC
47. O=C(COc1ccc(Cl)cc1)N1CCCC1
48. CCC(=O)Nc1cccc(-c2nc3ccc(C)cc3o2)c1

compound no.	41	42	43	44	45	46	47	48
Abeta rescue	5%	8%	-11%	0%	?	9%	2%	-10%
PI5P4Ka inh	2	-7	5	4	-12	5	0	-2
EPAC1 agonist	-6%	3%	1%	5%	0%	-6%	8%	-4%
IL2 activator	-1.2	3.7	1.3	0.2	0.1	0.9	-3.8	-2.5
FUS suppressor	-23%	/	-4%	-4%	/	31%	-12%	33%
PLK1 PBD inh	-3%	6%	-9%	-2%	-19%	-1%	-4%	-19%
EPAC1 antag	15%	11%	8%	-24%	-7%	-3%	6%	-11%
WRN helicase inh	9%	-14%	-7%	-2%	-3%	-11%	-1%	4%

49. CC1Cc2cc(/C(O)=C3/C(=O)C(=O)N(CCN4CCOCC4)C3c3cccc(O)c3)ccc2O1 (stereo unspecified)
50. COc1ccccc1N1CCN(C(=O)c2cc3c(=O)n(C)c4ccccc4c3n2C)CC1
51. COc1ccc(C(=O)Cc2cc3cccc(OC)c3oc2=O)cc1
52. Cc1cccc(C(C)C)c1NC(=O)COC(=O)CN1C(=O)C2CC=CCC2C1=O (stereo unspecified)
53. N#Cc1ccc(OCC(=O)N/N=C2/CC(c3ccccc3)Oc3ccccc32)cc1 (stereo unspecified)
54. CCSCc1nnc(SCC(=O)Nc2ccc(F)cc2)n1CC
55. COc1cc(C(=O)OCCCc2cc3ccccc3c(=O)o2)cc(OC)c1OC

compound no.	49	50	51	52	53	54	55
Abeta rescue	-12%	5%	8%	3%	-1%	10%	9%
PI5P4Ka inh	/	-8	-2	0	-3	-6	0
EPAC1 agonist	6%	5%	8%	0%	3%	-2%	12%
IL2 activator	-2.3	-1.6	-0.1	-1.1	-0.5	3.7	0.1
FUS suppressor	3%	2%	-24%	2%	/	3%	6%
PLK1 PBD inh	-5%	-30%	2%	-11%	-15%	0%	-2%
EPAC1 antag	9%	?	-3%	-10%	-9%	11%	-2%
WRN helicase inh	-5%	0%	-1%	13%	-17%	-3%	4%
